Eya2 phos inh: blocks the phosphatase activity of human Eya2; O00167; recombinant Eya2, OMFP fluorescence dephosphorylation (OMFP is methylfluorescein phosphate); Potency, µM (titrated, usually from 76.9 µM), for inactives: at the top dose activity, negative = inhibition, actives largely listed as inhibitors; hit rate 0.006% among 330,000; AID 488837; note: potency is the fitted concentration of half-maximal effect; % is set by controls: 0 for no effect and ±100 for the full control effect
Target sequence (O00167 whole entry, looked up): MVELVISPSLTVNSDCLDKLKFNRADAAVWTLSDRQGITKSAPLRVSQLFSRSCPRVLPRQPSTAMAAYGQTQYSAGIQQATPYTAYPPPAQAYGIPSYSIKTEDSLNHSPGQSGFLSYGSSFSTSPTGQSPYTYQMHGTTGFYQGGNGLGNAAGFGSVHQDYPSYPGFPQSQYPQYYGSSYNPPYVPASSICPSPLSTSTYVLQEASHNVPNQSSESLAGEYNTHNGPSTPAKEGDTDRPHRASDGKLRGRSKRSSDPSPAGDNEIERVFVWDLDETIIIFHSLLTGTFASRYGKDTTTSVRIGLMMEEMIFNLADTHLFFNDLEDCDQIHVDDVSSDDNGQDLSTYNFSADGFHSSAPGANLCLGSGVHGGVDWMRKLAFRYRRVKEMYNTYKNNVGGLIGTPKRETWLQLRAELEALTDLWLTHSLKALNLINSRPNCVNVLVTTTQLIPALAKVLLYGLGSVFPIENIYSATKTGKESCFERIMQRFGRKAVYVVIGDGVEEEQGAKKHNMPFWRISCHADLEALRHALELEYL
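Eya2 protein (added as 0.2 uM solution) was preincubated with compound for 10 min at ambient temperature in 50 mM HEPES pH 7.5, 50 mM NaCl, 5 uM MgCl2, 0.05% BSA, 1 mM DTT. OMFP (added at 50 uM) then reacted 10 min; fluorescence read at 485/525 nm.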
TSG101-PTAP inh: blocks PTAP/TSG101 interaction to inhibit HIV-1 budding. Potency, µM (series often up to 115 µM), without a hit: top-dose activity change, negative = inhibition, most hits filed as inhibitors. AID 493005. 340,000 tested, under 10 active. Fluorescence polarization, FITC-PTAP peptide / Tsg101 binding. Q99816; active = well fitted inhibition curve with a large enough effect in the main read-out, with a control signal flat, not every such curve was filed as active; inconclusive = small, poorly fitted or top-dose-only effect, or effect the other way, or a change in a side signal; inactive = no such curve, though single readings can be large or run the other way; note: potency is the fitted concentration of half-maximal effect; % of control where 0% means no effect
Target sequence (Q99816 whole entry, looked up): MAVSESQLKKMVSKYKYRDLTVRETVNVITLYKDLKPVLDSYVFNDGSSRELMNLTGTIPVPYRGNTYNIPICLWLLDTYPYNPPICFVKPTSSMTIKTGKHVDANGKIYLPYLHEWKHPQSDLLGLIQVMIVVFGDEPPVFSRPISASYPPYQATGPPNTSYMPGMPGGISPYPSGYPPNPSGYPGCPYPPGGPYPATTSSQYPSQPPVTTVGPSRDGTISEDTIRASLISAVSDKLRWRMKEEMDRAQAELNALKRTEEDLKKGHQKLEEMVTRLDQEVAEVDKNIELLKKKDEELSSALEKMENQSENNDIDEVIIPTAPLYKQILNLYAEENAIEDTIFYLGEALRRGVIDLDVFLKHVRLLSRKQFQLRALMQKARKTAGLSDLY
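Fluorescence polarization binding of Tsg101 binding domain (10 uM final) to FITC-labeled PTAP peptide (50 nM final) in HEPES pH 7.5 buffer with NaCl, Tween 20, EDTA, TCEP. Compounds added before peptide; binding 20 min at RT.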
Tb PFK block: inhibitors of T. brucei phosphofructokinase; T. brucei PFK, ADP-Glo luminescence; Potency, µM (top dose mostly 57.5 µM), without a hit: at the top dose activity, negative = inhibition, most hits filed as inhibitors; hit rate 0.17% among 330,000;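 note: potency is the fitted concentration of half-maximal effect; 0% = uninhibited 1x PFK enzyme wells and -100% = no-enzyme wells; nearly all actives have a fitted effect of over 60% in size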
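Compounds were pin-transferred as a titration series up to 57 uM into substrate buffer (0.5 mM F6P, 0.1 mM ATP, pH 8.0), then 1.25 nM PFK was added and reactions ran 45 min before ADP-Glo detection.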
AT treatment: candidate therapy for ataxia-telangiectasia; […] A-T fibroblasts, KAP-1 phosphorylation AlphaLISA; neocarzinostatin DNA damage 30 min before lysis; Potency, µM (series often up to 57.5 µM), for the others: at the top dose activation, hits mostly activators; hit rate 0.19% among 320,000; AID 485349; note: potency is the fitted concentration of half-maximal effect; % of control where 0% means no effect; nearly all actives have a fitted effect of over 45% in size
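ATM-like activity read as KAP-1 phosphorylation via AlphaLISA donor/acceptor antibody pairs after lysis and 6 hr at 25C. Cells were ATM-null patient fibroblasts ([…], hTERT), dosed 60 min, then exposed to the DSB inducer NCS for 30 min.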
S-ASM inh: inhibitors of human secretory acid sphingomyelinase; P17405; placental ASM, HMU-PC fluorogenic substrate, 60 min; Potency, µM (top dose mostly 57.5 µM), for the others: top-dose activity change, negative = inhibition, most hits filed as inhibitors; hit rate 0.006% among 340,000; AID 504937; note: potency is the fitted concentration of half-maximal effect
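Human placenta-derived ASM preincubated with compound 10 min at room temperature, then reacted with 9 uM (final) fluorogenic HMU-PC substrate for 60 min at 37 C. Stop solution raises pH to 10; fluorescence read at Ex 386/Em 447 nm.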
TCR act: activates T cell receptor signaling | Potency, µM (series often up to 9.22 µM), for the others: at the highest dose activation of IL-2 secretion, most hits filed as activators | 330,000 tested, under 10 active | primary human leukocytes, anti-CD3, IL-2 HTRF, 48 h; note: % of control where 0% means no effect
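Readout: HTRF IL-2, Eu-cryptate/d2 antibody pair, 320nm excitation, 665nm emission. Stimulus: a-CD3 beads, no co-stimulation. Cells: primary human leukocytes. Exposure: 48 hr with compound.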
ELG1 repair inh: ELG1-dependent DNA repair inhibition. HEK293T ELG1-luciferase reporter, luminescence, 16 h; DNA damage induced by 5-fluorouridine. Potency, µM (titrated, usually from 46.1 µM), for the others: at the highest dose activity change, negative = inhibition, actives largely listed as inhibitors. hit rate 2.3% among 330,000; note: potency is the fitted concentration of half-maximal effect; % is set by controls: 0 for no effect and ±100 for the full control effect; nearly all actives have a fitted effect of over 55% in size
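Reporter activity after DNA damage by 5-fluorouridine is monitored. Compound-treated cells incubate 16 hr at 37 °C, then ONE-Glo is added for 30 min before luminescence reading.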
Mito fusion act: inhibitors of mitochondrial division or activators of mitochondrial fusion; S. cerevisiae fusion-defective mutant growth rescue, CellTiterGlo 48 h; Potency, µM (doses to about 46.1 µM), for the others: at the highest dose growth rescue (activation), hits mostly activators; hit rate 0.23% among 320,000; AID 485298;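 note: potency is the fitted concentration of half-maximal effect; % of control where 0% means no effect; nearly all actives have a fitted effect of over 45% in size; temperature-sensitive fusion mutants such as fzo1-1 at 37 °C on non-fermentable ethanol glycerol medium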
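Yeast fusion mutant, YPEG (non-fermentable carbon), compound, 48 h at 37C non-permissive; CellTiterGlo added, 10 min RT, luminescence read. Rescued growth = division inhibition.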
a7 integrin act: activates integrin-mediated alleviation for muscular dystrophy; alpha7betagal myoblasts, beta-gal FDG fluorescence, 48 h; Potency, µM (doses to about 38.3 µM), for inactives: top-dose activation, most hits filed as activators; hit rate 0.064% among 350,000; AID 624291;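 note: potency is the fitted concentration of half-maximal effect; 100% = response of the positive control SU9516; nearly all actives have a fitted effect of over 60% in size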
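alpha7betagal+/- myoblasts (passage 13, 250/well) treated 48 h at 37C with compounds at 1:260 dilution of DMSO stock. Lysed, then beta-galactosidase activity read as FDG fluorescence (ex 480/em 540) after 30 min, with pre-read for autofluorescence.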
BCR signal inh: chronic active BCR signaling inhibition; AID 493014; Potency, µM (doses to about 46.1 µM), for the others: top-dose ratio change, negative = lower green/red ratio, hits mostly inhibitors; ABC-DLBCL IkBa-CBG/CBR reporter, luminescence ratio, 4 h; hit rate 0.05% among 340,000; active = well fitted inhibition curve with a large enough effect in the signal ratio, with a control signal flat, not every such curve was filed as active; inconclusive = small, poorly fitted or top-dose-only effect, or effect the other way, or a change in a side signal; the % refers to the signal ratio;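 note: potency is the fitted concentration of half-maximal effect; plate controls were basal doxycycline-induced cells for no effect and cells given 10 µM MG132 for full effect; MG132 reads +100%, hits lower the ratio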
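TMD8 ABC-DLBCL cells carrying doxycycline-inducible green luciferase fused to IkappaBalpha plus unfused red luciferase were exposed to compounds (up to 46 uM) for 4 hrs at 37C. Activity came from the overlap-corrected green/red luminescence ratio.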
TSHR antag: human thyrotropin receptor antagonism | TSHR-expressing cells, TSH-stimulated cAMP HTRF, 2 h; stronger effect = lower value | AID 504810 | P16473 | hit rate 0.2% among 330,000 | activity change, negative = inhibition, % at 11.5 µM;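 active = activity change below a set negative limit, meaning inhibition stronger than a set level, cut at about -70% in these data; inconclusive = activity change between two set negative limits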; note: % is set by controls: 0 for no effect and ±100 for the full control effect
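Antagonism was scored as loss of TSH-driven cAMP in TSHR cells, stimulated with 4nM TSH (EC80) for 2 hours at 37 deg C and detected by homogeneous HTRF competition immunoassay.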
The depositor's hits bear a star; ? = inconclusive; . = not tested or not shown; [ ] = dose if it differs, or a comment. Unless noted, calls come from the whole dose curve; as a rule, active = well fitted curve in the direction sought with a large enough effect; inconclusive = small, poorly fitted or top-dose-only effect, or another doubt; inactive = no such curve, though single readings can be large; an effect the other way counts as inactive or inconclusive.

SMILES	Eya2 phos inh	TSG101-PTAP inh	Tb PFK block	AT treatment	S-ASM inh	TCR act	ELG1 repair inh	Mito fusion act	a7 integrin act	BCR signal inh	TSHR antag
Cc1c(C(=O)N/N=C/c2ccncc2)nnn1-c1nonc1N	-25%	-7%	0%	-2%	0%	-1%	11%	-8%	-2%	-6%	2
CN(c1ccc(C(=O)Nc2cccc([N+](=O)[O-])c2)cc1)S(C)(=O)=O	2%	0%	-9%	4%	-4%	5%	?	3%	-14%	-1%	-7
COc1ccccc1CNS(=O)(=O)c1cccs1	-12%	-2%	-6%	-8%	3%	2%	0%	6%	-1%	-3%	6
CCOC(=O)/C=C/c1cnn(-c2ccccc2)c1	-4%	-6%	1%	.	1%	13%[46.1 µM]	?	4%	6%	?	9
CCC(C)c1ccccc1NC(=O)COC(=O)C1=COCCO1 (configuration not stated)	-7%	-2%	-2%	-4%	3%	-1%	12%	0%	-3%	-5%	10
CC(C)CN(C(=O)COC(=O)c1ccccc1Sc1ccccc1C#N)C1CCS(=O)(=O)C1 (configuration not stated)	-3%	-1%	3%	-3%	-1%	-9%[46.1 µM]	-20%	-3%	-14%	-5%	-3
COc1ccc(CCNc2oc(-c3ccco3)nc2C#N)cc1	1%	-2%	-4%	2%	-1%	3%[46.1 µM]	3%	5%	-18%	-1%	4
Clc1ccccc1/C=C/c1ccnc2ccccc12	-28%	0%	6%	33%	0%	4%	?	-73%[inhibitor]	-29%	?	-7
Cc1ccc(C(=O)NCCc2nnc3ccc(SCC(=O)Nc4cc(C)on4)nn23)cc1	2%	0%	0%	0%	2%	-4%	3%	-3%	19%	-2%	5
Cc1cc(Cl)ccc1OCC(=O)Nc1cccnc1	15%	-1%	-23%	0%	4%	-3%	?	4%	?	-2%	-23
COc1ccc(C(C(=O)NC(C)(C)C)N(C(=O)CNC(=O)c2cccs2)c2ccc(C)cc2)cc1OC (configuration not stated)	4%	-5%	0%	-4%	1%	0%	15%	2%	13%	0%	-4
CCN1CCN(C(=S)Nc2sc(C)c(-c3ccccc3)c2C(=O)OC)CC1	-5%	-1%	-9%	8%	-18%	-5%	16µM*	-27%	-31%	-1%	2
C=CCn1c(CCc2cc(C(C)(C)C)c(O)c(C(C)(C)C)c2)n[nH]c1=S	-15%	1%	10%	4%	?	0%	-14%	-7%	-14%	?	-4
NNC(=O)C(Cc1ccc(O)cc1)N1Cc2ccccc2C1=O (configuration not stated)	-5%	-3%	0%	-13%	0%	5%	-5%	-8%	7%	0%	8
COc1ccc(/C=C(\NC(=O)c2ccc(OC)c(OC)c2)C(=O)NCCc2c[nH]c3ccccc23)cc1	?	-5%	1%	2%	-3%	-3%	?	-1%	4%	-1%	9
Oc1c(C(c2ccco2)N2CCN(C(c3ccccc3)c3ccccc3)CC2)sc2ncnn12 (configuration not stated)	-12%	-3%	0%	1%	-3%	-3%	?	0%	-11%	-2%	-5
Clc1cccc(Oc2ncccn2)c1	-3%	0%	0%	5%	-1%	-4%[46.1 µM]	1%	-3%	5%	-1%	-1
COc1ccc(S(=O)(=O)N2CCCCCC2)cc1NC(=O)c1ccccc1	-15%	-1%	0%	9%	-4%	-1%	?	2%	-23%	3%	-4
O=C(NCC(=O)N(Cc1ccco1)C(C(=O)NC1CCCC1)c1ccncc1)c1cccs1 (configuration not stated)	0%	-5%	-2%	.	5%	-1%[46.1 µM]	?	-3%	-26%	?	-13
COc1ccccc1N1CCN(S(=O)(=O)c2c(C)[nH]c(C)c2C(=O)N2CCCCC2)CC1	11%	-5%	2%	-8%	5%	-1%	-5%	0%	27%	-16%	-22

Reprinted from the part before: 2 compounds, followed by the next part.
SMILES	Eya2 phos inh	TSG101-PTAP inh	Tb PFK block	AT treatment	S-ASM inh	TCR act	ELG1 repair inh	Mito fusion act	a7 integrin act	BCR signal inh	TSHR antag
O=C(NCC(=O)N(Cc1ccco1)C(C(=O)NC1CCCC1)c1ccncc1)c1cccs1 (configuration not stated)	0%	-5%	-2%	.	5%	-1%[46.1 µM]	?	-3%	-26%	?	-13
COc1ccccc1N1CCN(S(=O)(=O)c2c(C)[nH]c(C)c2C(=O)N2CCCCC2)CC1	11%	-5%	2%	-8%	5%	-1%	-5%	0%	27%	-16%	-22
CS(=O)(=O)N(CC(=O)NC1CCCC1)c1ccc2c(c1)OCCO2	6%	-6%	-1%	2%	0%	-1%	7%	-4%	21%	?	2
CCN1C(=O)[C@H]2[C@H]3CN=C(SCC(=O)c4ccccc4)N3[C@@](CC)(C(=O)OC)[C@H]2C1=O	5%	1%	-5%	6%	2%	-8%[46.1 µM]	?	.	32%	0%	6
O=C(NCCCN1CCOCC1)c1ccccc1	?	0%	-1%	0%	0%	6%	9%	0%	9%	-7%	-3
CCOCCCNC(=S)N1CCCC(c2nc3ccc(C)cc3[nH]2)C1 (configuration not stated)	3%	-2%	0%	-1%[11.5 µM]	6%	-1%	0%	4%	10%	0%	3
CC(C)(C)c1ccc(C(=O)CS(=O)(=O)c2ccccc2)cc1	10%	0%	-2%	-3%	1%	-1%	?	3%	-6%	11%	12
COc1ccccc1NS(=O)(=O)c1cccc(N=C2N=C(N)c3ccccc32)c1	-2%	0%	0%	4%	-5%	-14%[46.1 µM]	-24%	-22%	-36%	?	-8
O=C(NC(Cc1ccccc1)C(=O)O)/C(=C/c1ccc(Cl)cc1)NC(=O)c1ccccc1 (configuration not stated)	-6%	-2%	-2%	-6%	0%	3%	22%	-6%	9%	4%	5
S=c1[nH]nc2nnc3ccccc3n12	-8%	-4%	-3%	-9%	1%	2%	.	3%	14%	17%	-12
CCOc1cc(N2CCOCC2)c(OCC)cc1NC(=O)CN1C(=O)C2C3C=CC(C3)C2C1=O (configuration not stated)	7%	0%	0%	0%	4%	2%	-8%	-4%	?	-7%	1
CCCCC(=O)Nc1ncc(S(=O)(=O)c2ccc([N+](=O)[O-])cc2)s1	-13%	0%	-4%	-2%	-2%	-3%	2%	2%	-16%	-1%	7
CC1CN(C(=O)CS(=O)(=O)Cc2ccc(Cl)cc2)CC(C)O1 (configuration not stated)	9%	0%	-9%	9%	2%	-3%	16%	4%	?	-2%	38
Cc1ccc(NC(=O)CN(C)C(=O)COC(=O)[C@@H](NC(=O)c2ccccc2F)C(C)C)cc1	4%	-3%	3%	7%	1%	5%	0%	.	11%	?	-5
COC(=O)C(Cc1c[nH]c2ccccc12)NC(=O)c1cncc(Br)c1 (configuration not stated)	3%	-6%	-5%	43%	-2%	-2%	-2%	-11%	?	-7%	26
Cc1nc(NC(=O)COC(=O)C2=NNC(=O)CC2)c(Cl)cc1Cl	-4%	-2%	0%	1%	5%	1%	?	0%	9%	-1%	3
Cc1ccc(N=c2c([N+](=O)[O-])nn(-c3ccccc3)n2O)c(C)c1	-1%	70%[activator]	0%	-2%	?	9%	?	13%	-30%	?	-15
CCC(Oc1ccc(C)cc1)C(=O)Nc1ccccc1C(=O)N1CCOCC1 (configuration not stated)	-2%	-2%	3%	5%	8%	-4%	-16%	1%	-2%	3%	-11
O=C(CSc1ncnc2c1oc1ccccc12)Nc1ccccc1C(F)(F)F	9%	-1%	0%	-1%	-7%	-1%[46.1 µM]	-1%	-2%	23%	6%	27
CCCCSc1nc2sc3c(c2c(=O)[nH]1)CC(C)(CC)OC3 (configuration not stated)	-3%	-8%	0%	8%	2%	-1%	-10%	-11%	8%	?	-6
Cc1ccc(NC(=O)CN(C)C(=O)c2cc(-c3cccs3)nn2-c2ccccc2)cc1	6%	-1%	7%	4%	-11%	-6%	?	29%	15%	0%	93
Nc1nc(SCC(=O)Nc2ccc([N+](=O)[O-])cc2)[nH]c(=O)c1NC(=O)c1ccc(Br)o1	8%	-1%	0%	3%	-2%	.	15%	1%	2%	6%	2
O=C(CNCc1ccccc1)Nc1ccc(Cl)cc1	-20%	6%	-1%	2%	0%	3%	25%	-6%	0%	?	4
O=C(CCCOC(=O)c1cccnc1Cl)c1ccc(Br)cc1	-21%	1%	-1%	-11%	1%	.	?	.	-32%	3%	.

Assay outcomes as filed in PubChem.
